Assay outcomes: PubChem, several laboratories
CAL PDZ FP-1 – inhibitors of human CAL PDZ peptide binding; Q9HD26; purified CAL PDZ, TMR-peptide fluorescence polarization, 1 h; inhibition, % at 20 µM; 330,000 tested, 0.02% active; AID 504414;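 active means highest replicate inhibition of at least 40%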;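 further: plate controls were DMSO neutral control wells for no effect and unlabeled competitor peptide control wells for full effect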
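Test system: purified CerCALP PDZ construct; Compound dosing: one concentration, 20 µM compound; Also added: TMR-labelled reporter peptide T*-PRC34 bound in PDZ groove; Read-out: inhibition from polarization loss; Controls: unlabelled peptide and DMSO controls; Signal: FP readout, S and P plane fluorescence; Incubation: 1 h at RT.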
NSD2 HMT inh – blocks human histone methyltransferase NSD2. O96028. inhibition, % at 12.5 µM. 310,000 tested, 0.54% active. NSD2 peptide methylation, AlphaScreen, 120 min; in the data active means inhibition above about 50%
RTF Ca sens inh – cardiac RTF calcium desensitization; 340,000 tested, 0.12% active; IANBD-labeled cardiac RTF, Ca2+ fluorescence; P19429+P45379; inhibition, % at 7.15 µM;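 active means inhibition above the mean inhibition of all tested compounds plus 3 SD, cut at about 17% in these data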;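 further: assay run at fixed EC70 calcium of 1.6 mM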
Keap1-Nrf2 PPI – disrupts human Keap1 binding to Nrf2 peptide | Q14145 | Keap1 Kelch-Nrf2 peptide fluorescence polarization, 1536-well | inhibition, % at 9.4 µM | 340,000 tested, 0.15% active; in the data active means inhibition above about 12%;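 further: human Keap1 Kelch domain with fluorescein labeled Nrf2 9mer peptide probe; 0% = neutral control wells and 100% = peptide positive control; higher means more block of Keap1 binding to Nrf2 peptide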
Target sequence (Q14145 whole entry, looked up, the tested form may be a part): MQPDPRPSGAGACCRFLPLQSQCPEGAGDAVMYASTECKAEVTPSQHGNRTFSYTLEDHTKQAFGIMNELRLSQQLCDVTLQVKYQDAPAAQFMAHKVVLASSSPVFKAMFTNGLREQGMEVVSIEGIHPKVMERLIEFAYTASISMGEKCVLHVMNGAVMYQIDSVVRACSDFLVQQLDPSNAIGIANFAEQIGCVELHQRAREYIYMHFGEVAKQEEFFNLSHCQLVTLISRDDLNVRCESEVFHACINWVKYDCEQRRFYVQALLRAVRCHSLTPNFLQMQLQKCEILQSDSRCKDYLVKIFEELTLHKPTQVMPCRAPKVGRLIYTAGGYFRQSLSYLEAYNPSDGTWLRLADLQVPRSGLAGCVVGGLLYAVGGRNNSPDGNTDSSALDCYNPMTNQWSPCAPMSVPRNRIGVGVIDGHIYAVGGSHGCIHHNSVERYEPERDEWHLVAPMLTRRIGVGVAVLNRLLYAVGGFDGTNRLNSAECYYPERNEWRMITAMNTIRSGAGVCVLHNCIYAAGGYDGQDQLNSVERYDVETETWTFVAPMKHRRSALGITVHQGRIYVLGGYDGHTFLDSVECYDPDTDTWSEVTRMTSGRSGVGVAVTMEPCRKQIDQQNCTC
DSG3 Ab inh – human desmoglein-3 autoantibody binding inhibition. 310,000 tested, 0.48% active. binding (percent of control), % at 10 µM. AID 588358. P32926. DSG3-coupled beads, scFv-anti-DSG3-GFP binding, flow cytometry; active compounds read low;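 active means binding more than 3 SD below its plate's average and above zero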;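 further: hits lower antibody fragment binding to DSG3; some compounds called inactive have numbers as strong as hits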
Arrestin-AP2 inh – inhibitors of human beta-arrestin and AP2 interaction; inhibition, % at 10 µM; FITC-arrestin peptide / GST-AP2 beads, flow cytometry; AP2 beta2 appendage carries R879A mutation; 340,000 tested, 0.31% active; AID 504490;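 active means inhibition above a set limit, near 3 SD of compounds lacking own fluorescence, cut at about 54% in these data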;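 further: plate controls were DMSO wells for no effect and 5 µM unlabelled arrestin peptide for full effect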
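System: GST-AP2 R879A glutathione beads | Also added: FITC-arrestin peptide, 50 nM | Times: 12 min plus 1 h, RT | Signal: Bead flow cytometry, FITC channel | Buffer or medium: PBS with 0.05% Tween 20 and 0.1% BSA | Read-out basis: Percent drop in bead-associated FITC signal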
CAL PDZ FP-2 – CAL PDZ (human) peptide binding inhibition; Q9HD26; purified CAL PDZ, TMR-peptide fluorescence polarization, 1 h; inhibition, % at 24.9 µM; 300,000 tested, 0.92% active; AID 602252;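 active means mean inhibition of at least 30% with at least half of replicates also reaching 30%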;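 further: 0% = DMSO neutral control and 100% = excess unlabeled competitor peptide PRC23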
LANA DNA inh – inhibitors of KSHV LANA C-terminal domain DNA binding; MBP-C-LANA/FAM-LBS DNA binding, fluorescence polarization; inhibition, % at 9 µM; 340,000 tested, 0.078% active;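 active means highest replicate inhibition at or above 60% at 9 µM, even if other replicates fall short; inactive means all replicates below 60% inhibition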;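 further: 0% = neutral control wells and 100% = 4 µM acridine orange control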
DAGLB inh – blocks human DAGLB lipase activity; Q8NCG7; HEK293T DAGLB membrane lysate, EnzChek fluorogenic substrate; inhibition, % at 5.17 µM; 340,000 tested, 0.059% active; in the data active means inhibition above about 34%;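 further: 0% = enzyme with vehicle and 100% = wells lacking enzyme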
V-ATPase pHluor – regulators of yeast V-ATPase proton transport | S. cerevisiae, pHLuorin cytosolic pH fluorescence | response, % at 10 µM | 350,000 tested, 0.37% active; in the data active means response mostly above about 7.3%, no sharp cut-off; inactive means mostly below about 5.4%; further: actives read high; inactives centre near 0; some compounds called inactive have numbers as strong as hits
Numbers without * were called inactive; . = no result given. An excerpt (hit frequency here may not be typical).

SMILES	CAL PDZ FP-1	NSD2 HMT inh	RTF Ca sens inh	Keap1-Nrf2 PPI	DSG3 Ab inh	Arrestin-AP2 inh	CAL PDZ FP-2	LANA DNA inh	DAGLB inh	V-ATPase pHluor
Cc1ccc(C(=O)N2CCCC(CCC(=O)N3CCN(c4ccccn4)CC3)C2)s1 (configuration not stated)	-0.2	-1	-3	-1	104	11	.	0.2	-1	-2
COc1ccc2[nH]c(=O)c(CN(CCO)C(=O)c3ccccc3F)cc2c1	-0.6	0	9	-1	105	-4	-3	2.1	-1	0
CCOc1ccc(Nc2nc3ccccc3n3nnnc23)cc1	-1.8	.	-8	-2	94	3	-5	1.1	-4	4
COc1ccc([N+](=O)[O-])cc1NC(=O)C(C)N1CCN(C(=O)c2ccco2)CC1 (configuration not stated)	0.3	-4	-2	-2	88	18	-1	-0.3	2	0
Cc1ccc(NC(=O)C2CCN(S(=O)(=O)c3ccc4c(c3)NC(=O)C(C)S4)CC2)cc1Cl (configuration not stated)	-2.3	5	-9	-3	115	-16	-2	-0.2	3	-4
O=C(NCc1ccccc1F)c1cc(=O)[nH]c2ccccc12	-2.6	8	5	2	.	15	-5	-1.8	-3	-1
Cc1ccc(N=C2NC(=O)/C(=C\c3ccco3)S2)cc1	-2.6	4	1	-5	105	5	-2	0.5	-1	3
CCOC(=O)c1ccc(-n2c(C)nc3c(cnn3-c3ccc(Cl)cc3)c2=O)cc1	1.1	-4	4	-7	104	1	-4	-1.0	-2	1
CCC(=O)Nc1ccc(C(=O)NNC(=O)C(c2ccccc2)c2ccccc2)cc1	-0.6	-1	-7	2	98	34	0	-0.7	0	0
CC(C)c1onc(C(=O)N2C(C)CCCC2C)c1[N+](=O)[O-] (configuration not stated)	-0.4	-1	-8	-1	101	-3	-2	-2.1	-4	-3
CC(C(=O)NCc1ccco1)n1cc([N+](=O)[O-])cn1 (configuration not stated)	-2.3	-3	4	1	115	-3	2	0.7	-2	-1
O=C(NN1C(=O)NC2(CCCCC2)C1=O)c1cccs1	0.6	0	15	-5	99	5	-2	0.6	-2	0
Cc1ccc(N(C(=O)CNC(=O)c2ccco2)C(C(=O)NC2CCCCC2)c2cccnc2)cc1F (configuration not stated)	-0.1	-2	-2	-5	107	22	-6	-1.7	-2	0
Cn1c(SCC(=O)NC(=O)NCc2ccco2)nnc1-c1ccccc1	.	.	-7	1	98	2	-5	-0.2	0	-1
CC(C)(C)OC(=O)C[C@@H]1C/C=C\C[C@H](CC(=O)N[C@H](CO)Cc2ccccc2)C(=O)N[C@@H](Cc2c[nH]c3ccccc23)COC1=O	0.0	.	-7	-5	111	6	-1	-0.2	3	0
CC(Sc1ncc(C#N)c(N)n1)C(=O)Nc1ccccc1 (configuration not stated)	-2.0	-7	0	-2	105	-7	1	0.2	0	4
O=C(/C=C/c1ccccc1)N/C(=C/c1ccccc1)C(=O)N1CCCCC1	-1.4	0	-11	5	102	-8	-2	-0.2	2	-3
CSC1=NCCN1C(=O)c1ccc(C)cc1	13	-2	-1	4	.	-13	-1	-1.5	-2	-3
Nc1nc(N2CCOCC2)nc2ccccc12	-1.0	-1	-18	-1	98	21	-3	0.1	-8	-16
O=C(NNC(=O)c1ccccc1O)c1ccc(Cl)c(S(=O)(=O)N2CCc3ccccc32)c1	-2.2	1	-8	-5	101	0	-8	-0.9	10	1

Shown in markdown: part of the list above
| Molecule | CAL PDZ FP-1 | NSD2 HMT inh | RTF Ca sens inh | Keap1-Nrf2 PPI | DSG3 Ab inh | Arrestin-AP2 inh | CAL PDZ FP-2 | LANA DNA inh | DAGLB inh | V-ATPase pHluor |
| --- | --- | --- | --- | --- | --- | --- | --- | --- | --- | --- |
| CCOc1ccc(Nc2nc3ccccc3n3nnnc23)cc1 | -1.8 | . | -8 | -2 | 94 | 3 | -5 | 1.1 | -4 | 4 |
| COc1ccc([N+](=O)[O-])cc1NC(=O)C(C)N1CCN(C(=O)c2ccco2)CC1 (configuration not stated) | 0.3 | -4 | -2 | -2 | 88 | 18 | -1 | -0.3 | 2 | 0 |
| Cc1ccc(NC(=O)C2CCN(S(=O)(=O)c3ccc4c(c3)NC(=O)C(C)S4)CC2)cc1Cl (configuration not stated) | -2.3 | 5 | -9 | -3 | 115 | -16 | -2 | -0.2 | 3 | -4 |
| O=C(NCc1ccccc1F)c1cc(=O)[nH]c2ccccc12 | -2.6 | 8 | 5 | 2 | . | 15 | -5 | -1.8 | -3 | -1 |
| Cc1ccc(N=C2NC(=O)/C(=C\c3ccco3)S2)cc1 | -2.6 | 4 | 1 | -5 | 105 | 5 | -2 | 0.5 | -1 | 3 |

Complete entries from above. Order of values: CAL PDZ FP-1, NSD2 HMT inh, RTF Ca sens inh, Keap1-Nrf2 PPI, DSG3 Ab inh, Arrestin-AP2 inh, CAL PDZ FP-2, LANA DNA inh, DAGLB inh, V-ATPase pHluor
Record of CCC(=O)Nc1ccc(C(=O)NNC(=O)C(c2ccccc2)c2ccccc2)cc1 = -0.6, -1, -7, 2, 98, 34, 0, -0.7, 0, 0
Record of O=C(NNC(=O)c1ccccc1O)c1ccc(Cl)c(S(=O)(=O)N2CCc3ccccc32)c1 = -2.2, 1, -8, -5, 101, 0, -8, -0.9, 10, 1

Reprinted at random: 2 records from the list.
SMILES	CAL PDZ FP-1	NSD2 HMT inh	RTF Ca sens inh	Keap1-Nrf2 PPI	DSG3 Ab inh	Arrestin-AP2 inh	CAL PDZ FP-2	LANA DNA inh	DAGLB inh	V-ATPase pHluor
Cc1ccc(C(=O)N2CCCC(CCC(=O)N3CCN(c4ccccn4)CC3)C2)s1 (configuration not stated)	-0.2	-1	-3	-1	104	11	.	0.2	-1	-2
CCC(=O)Nc1ccc(C(=O)NNC(=O)C(c2ccccc2)c2ccccc2)cc1	-0.6	-1	-7	2	98	34	0	-0.7	0	0

Next part.
SMILES	CAL PDZ FP-1	NSD2 HMT inh	RTF Ca sens inh	Keap1-Nrf2 PPI	DSG3 Ab inh	Arrestin-AP2 inh	CAL PDZ FP-2	LANA DNA inh	DAGLB inh	V-ATPase pHluor
CCOCCCn1c(=S)[nH]c2cc3c(cc2c1=O)OCO3	-3.3	1	8	0	101	10	-3	0.1	-2	1
Cc1c(N=Cc2ccco2)c(=O)n(-c2ccccc2)n1C	-0.3	1	-2	-7	104	-3	.	0.8	0	1
CCCOc1ccc(NC(=O)CC2C(=O)N(CC)C(=S)N2CCNC(C)=O)cc1 (configuration not stated)	0.8	-2	2	5	113	19	5	-0.9	0	0
Cc1cc(C)cc(N(CC(=O)NCc2ccco2)S(=O)(=O)c2c(C)noc2C)c1	-0.4	.	0	-2	105	5	.	2.7	-3	5
O=C(c1cnn(C(=O)c2ccco2)c1)c1ccccc1O	-1.2	1	-6	-1	.	-15	-6	-0.2	0	2
O=C(Cc1ccccc1)N/N=C/c1cc(Br)c(Br)o1	-2.8	2	-1	8	106	-1	.	1.5	-7	4
CCC(C)(C)NC(=O)C(c1ccncc1)N(Cc1ccc(C)cc1)C(=O)c1csnn1 (configuration not stated)	-0.4	17	-18	-5	.	-5	-2	0.2	0	4
O=C(NC(Cc1c[nH]c2ccccc12)c1nnc2n1CCCCC2)c1ccccc1Cl (configuration not stated)	0.5	1	-11	0	98	1	.	1.0	1	1
O=C1[C@H](Cc2ccccc2)NCCCC[C@H](c2ccco2)N1Cc1ccccc1	-1.7	.	0	-5	108	8	-2	-0.7	-16	-7
COC(=O)CSc1nnc(CNC(=O)c2ccc(OC)cc2OC)n1C	.	0	-2	-1	102	2	-4	0.4	-1	1
Cc1cccc([N+](=O)[O-])c1NC(=O)CSc1nnc2ccccn12	-1.3	0	2	-4	.	15	4	-0.1	-2	1
COc1ccc(C(=O)CSc2nnc(-c3ccco3)n2C)cc1	-2.6	2	3	-4	104	1	-3	1.8	0	3
CCOC(=O)c1c(S(=O)(=O)NCc2ccc(C)o2)c(C)n(C)c1C	-1.2	-2	-8	-5	.	-8	1	0.3	1	-3
CC(C)(C)OC(=O)C[C@@H]1C/C=C\C[C@@H](CC(=O)N(CCO)Cc2ccccc2)C(=O)N[C@@H](c2ccccc2)COC1=O	-0.4	.	1	-5	98	8	-2	-1.2	-3	0
COc1ccc(C2N(C(=O)CN3CCCC3)CCCN2S(=O)(=O)c2ccccc2)cc1 (configuration not stated)	-2.9	1	-8	2	91	3	-11	1.6	4	-1
O=C(COC(=O)COc1ccc(Cl)cc1Cl)NC1CCCC1	0.1	-2	-2	-2	106	1	-17	-1.4	-3	6
COC(=O)C1=C(NC(=O)c2ccccc2[N+](=O)[O-])CCS1	0.1	4	2	2	97	3	1	1.6	-2	1
Cc1c(Cl)cccc1NC(=O)c1ncn[nH]1	-2.6	1	-3	-2	99	1	0	2.0	-4	-2
Cc1ccc(OCc2nc(C#N)c(N3CCCC3)o2)cc1	-3.5	-2	6	-3	110	-4	-1	-1.9	-5	-2
COc1ccc(C(=O)NC(=O)COC(=O)C2COc3ccccc3O2)cc1 (configuration not stated)	-0.3	-1	2	1	73	6	-1	0.7	0	0
O=C(CSc1ccc(Cl)cc1Cl)N1CCC(c2nc3ccccc3s2)CC1	-0.8	3	-6	-2	105	-1	3	0.7	-3	0
O=C(NCc1ccccc1C(F)(F)F)C1CC(c2ccccc2C(F)(F)F)=NO1 (configuration not stated)	-0.2	.	-6	7	96	10	-3	-3.8	-9	3
CCCc1nnc(NC(=O)CCC(=O)N2CCN(C3c4ccccc4-c4ccccc43)CC2)s1	0.0	-3	-11	-2	100	5	-5	-1.0	5	-1
CC(=O)Nc1nnc(-c2c(-c3c(Cl)cccc3Cl)noc2C)o1	-0.5	0	1	5	.	47	-3	-1.9	0	-2
Cc1ccc(S(C)(=O)=NC(=O)c2cc(C)on2)cc1 (configuration not stated)	-0.1	0	3	1	.	9	-6	-0.8	-1	0
CCOC(=O)C1CCCN(c2cc(=O)n(-c3ccccc3Cl)c(=O)[nH]2)C1 (configuration not stated)	-0.1	.	-10	-4	101	-8	-7	-1.0	0	-1
CCCC(C)c1nnc(NC(=O)C(=O)OCC)s1 (configuration not stated)	-0.4	-2	3	-3	108	16	.	0.2	1	2
